# Source: PubChem BioAssay
# PhoP inhibition – inhibitors of PhoP regulon expression, primary screen, Salmonella Typhimurium, GFP reporter (AID 1863). S. Typhimurium PhoP-regulated promoter GFP reporter, 4 h; higher % means a stronger effect. one-dose inhibition, % at 50 µM; IC50 in µM for titrated hits. hit rate 0.16% among 300,000;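 active = inhibition over 29.93%, a cutoff 3 SD above the screen mean, later confirmed by dose response; inconclusive = inhibition over 29.93% but no dose response follow-up; inactive = inhibition at most 29.93% or unconfirmed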;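 also: 0% = low Mg2+ inducing control and 100% = high Mg2+ repressing control; strong numbers were not always called active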
# LYP inhibition – inhibitors of LYP phosphatase, biochemical, fluorescence intensity, uHTS (AID 1779); Tyrosine-protein phosphatase non-receptor type 22 (Homo sapiens); recombinant LYP phosphatase, fluorescence intensity; higher % means a stronger effect; inhibition, % at 11.5 µM; hits with a dose series show IC50 in µM; hit rate 0.054% among 290,000; in the data active = inhibition above about 50%;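 also: plate controls were vehicle with enzyme for no effect and no enzyme for full effect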
# NTR1 ag – agonists of NTR1, primary screen, imaging, U2OS cells, beta-arrestin-GFP, high content (AID 493036); Neurotensin receptor type 1 (Homo sapiens), P30989; NTR1-U2OS beta-arrestin-GFP spot imaging, agonist mode; activation, % at 20 µM; hit rate 0.17% among 330,000;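 active = activation at or above 40% of the spot to cytoplasm intensity ratio, with at least 20 cells analyzed; inconclusive = wells under 20 cells, flagged as cytotoxic or low count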;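 also: 0% = DMSO without peptide and 100% = 100 nM NTR1 peptide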
# Target sequence (P30989 whole entry, looked up): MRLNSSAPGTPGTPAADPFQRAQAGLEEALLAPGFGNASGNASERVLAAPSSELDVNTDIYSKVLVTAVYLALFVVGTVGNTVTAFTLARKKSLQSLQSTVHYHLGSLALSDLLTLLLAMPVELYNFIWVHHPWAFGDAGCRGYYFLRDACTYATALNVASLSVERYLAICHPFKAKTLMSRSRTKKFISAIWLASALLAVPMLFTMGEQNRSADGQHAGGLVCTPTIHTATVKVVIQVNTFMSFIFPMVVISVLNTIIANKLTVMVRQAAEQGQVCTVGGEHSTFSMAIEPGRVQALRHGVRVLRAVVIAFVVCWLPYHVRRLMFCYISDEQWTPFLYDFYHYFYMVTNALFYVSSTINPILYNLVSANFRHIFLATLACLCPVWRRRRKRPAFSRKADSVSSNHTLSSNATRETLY
# HIV peptide binding – inhibitors of HIV fusion peptide binding, primary screen, biochemical, uHTS, fluorescence dequenching (AID 1986); cell-free peptide binding, fluorescence dequenching, 30 min; higher % means a stronger effect; inhibition, % at 20 µM, or IC50 in µM where a hit was titrated; hit rate 0.3% among 290,000; in the data active = inhibition mostly above about 52%, no sharp cut-off; inactive = mostly below about 76%; also: some results filed as inactive read as strong as hits
# GPR35 arrestin U2OS – GPR35 antagonists blocking zaprinast-driven arrestin recruitment, primary screen, imaging, U2OS, beta-arrestin-GFP, zaprinast agonist (AID 2058); U2OS GPR35 beta-arrestin-GFP translocation imaging, zaprinast antagonism; higher % means a stronger effect; inhibition, % at 10 µM, or IC50 in µM where a hit was titrated; hit rate 0.052% among 290,000;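 active = inhibition of at least 50% with at least 30 cells and total cytoplasm GFP at most 10,000,000; inconclusive = under 30 cells or total GFP of 10,000,000 plus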
# MgcRacGAP inhibition – MgcRacGAP GTPase-activating activity inhibitors, confirmation, biochemical, ADP Hunter fluorescence; Rac GTPase-activating protein 1 (Homo sapiens); MgcRacGAP-stimulated Rac1 GTP hydrolysis, ADP Hunter fluorescence; higher % means a stronger effect; GST-tagged Rac1 F28L mutant substrate; inhibition, % at 30 µM, or IC50 in µM where a hit was titrated; hit rate 0.6% among 340,000; AID 624330, 2012;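 active = first-screen hits whose inhibition reached a set limit at any dose in the follow-up dose series; inconclusive = inhibition above the set first-screen limit but never retested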;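 also: fluorescence reports GDP produced by GAP-driven GTP hydrolysis; strong numbers were not always called active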
# Siah-1 displacement – Siah-1 peptide-binding antagonists, primary screen, biochemical, fluorescence polarization, rhodamine-plectin, uHTS (AID 1817) | displacement, % at 20 µM, or IC50 in µM where a hit was titrated | Siah-1 / rhodamine-plectin peptide fluorescence polarization; higher % means a stronger effect | E3 ubiquitin-protein ligase SIAH1 (Homo sapiens) | hit rate 0.02% among 290,000;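 active = displacement of at least 50% at 20 µM, with a fluorescence ratio check between 0.3 and a set limit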;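 also: plate controls were Siah plus tracer with DMSO for no effect and tracer alone without Siah for full effect; strong numbers were not always called active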
# Myeloid diff MLP – induction of myeloid progenitor differentiation, primary screen, cell-based, flow cytometry, MLPCN library; ER-HoxA9 myeloid progenitors, lysozyme-GFP differentiation; calls only at 10 µM; hit rate 1% among 360,000;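 active = normalized GFP-positive differentiation at or above the plate's own cutoff, the solvent-only control mean plus 3 SD; inconclusive = no clear call, values can overlap the other calls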;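 also: cells exposed to compound for four days before flow analysis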
# GPR55 LPI antagonism – GPR55 antagonists blocking LPI-driven arrestin recruitment, primary screen, imaging, U2OS, beta-arrestin-GFP, LPI agonist (AID 2013) | hit rate 0.13% among 290,000 | U2OS GPR55 beta-arrestin-GFP translocation imaging, LPI antagonism; higher % means a stronger effect | one-dose inhibition, % at 10 µM; IC50 in µM for titrated hits;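 active = spots per cell inhibited over 60%, with over 100 cells counted and total cytoplasm intensity under 500,000; inconclusive = wells with under 100 cells, flagged as likely toxic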;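 also: U2OS cells stably carrying GPR55 and arrestin-GFP stimulated by 5 µM LPI near EC80; imaged beta-arrestin-GFP aggregate spots per cell after agonist stimulation; plate controls were LPI-stimulated DMSO wells for no effect and DMSO wells without LPI for full effect; some results filed as inactive read as strong as hits; confirmed hits need IC50 under 10 µM and bright autofluorescent wells are also inconclusive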
# NTR1 ag cell count 20 µM – also measured in NTR1 ag; calls as there; cell count; measured here: cell count, cytotoxicity flag
# Myeloid diff MLP GFP+ MAC1+ % – recorded beside Myeloid diff MLP, whose call it bears; GFP+ MAC1+ double positive, %; measured here: differentiation confirmed by MAC1 staining
# * hit, by the source's call; i = inactive; u = inconclusive; x = no result given.
no.	compound	PhoP inhibition	LYP inhibition	NTR1 ag	NTR1 ag cell count 20 µM	HIV peptide binding	GPR35 arrestin U2OS	MgcRacGAP inhibition	Siah-1 displacement	Myeloid diff MLP	Myeloid diff MLP GFP+ MAC1+ %	GPR55 LPI antagonism
1	Cc1cc(Br)ccc1NC(=O)CN(C)C(=O)CSCc1ccccc1	3%	x	0.2	74	x	x	-5%	x	i	1.0	x
2	COc1ccc2cc(C#N)c(Nc3cccc(F)c3)nc2c1	2%	-11%	6.5	92	-0.8%	-2%	13%	2%	i	0.5	8%
3	Cc1ccc(NC(=O)C2=C(O)c3ccccc3N(C)S2(=O)=O)cc1	8%	-3%	-0.8	72	5.3%	1%	10%	12%	i	0.9	6%
4	COC(=O)c1sc(S(=O)(=O)NCCCN(C)C)c(C(=O)OC)c1C	-7%	-6%	0.6	63	-0.5%	-1%	-4%	11%	i	0.3	-3%
5	Cc1cc(=O)oc2ccc(OCc3ccccc3)cc12	-6%	-3%	2.6	66	-0.5%	9%	3%	-6%	i	0.5	-2%
6	Cc1ccsc1/C=C1/SC(=O)N(CC(=O)N2CCOCC2)C1=O	-8%	-6%	1.1	46	-2.3%	12%	12%	-3%	i	1.2	-16%
7	O=C(CCNC(=O)c1ccccc1Cl)NCC1CCCO1 (centres undefined)	5%	x	0.1	50	x	x	4%	x	i	0.3	x
8	C/C(=C\c1ccco1)C1Nc2cccc3cccc(c23)N1	29%	19%	0.0	52	-0.8%	2%	x	105%	x	x	1%
9	COC(=O)/C(=C\Nc1ccc(Cl)c2ccccc12)c1ncc(C(F)(F)F)cc1Cl	7%	4%	1.8	49	-0.2%	10%	5%	0%	i	0.6	-2%
10	C/C(=N\NC(=O)c1ccn(C)n1)c1cccc(NC(=O)c2ccc(C)s2)c1	-18%	-2%	-1.3	56	0.5%	-8%	1%	1%	i	1.5	-14%
11	O=C(Nc1cccc([N+](=O)[O-])c1)Nc1ccc2c(c1)OCCO2	9%	-4%	0.2	40	-1.7%	5%	-1%	4%	i	0.6	1%
12	CC(C)(C)c1ccc(C(=O)NC(=S)NCC2CCCO2)cc1 (centres undefined)	4%	0%	4.7	45	-0.1%	10%	5%	7%	i	0.3	-4%
13	COC(=O)c1c(C)oc(C)c1S(=O)(=O)NCc1ccc(Cl)cc1Cl	0%	-1%	1.7	40	-0.1%	-13%	8%	-2%	i	0.6	-5%
14	COc1cc(OC)c(C2=NOC(C(=O)NCCc3ccccc3)C2)cc1Cl (centres undefined)	12%	0%	0.4	58	-1.3%	6%	11%	-3%	i	1.3	4%
15	CCOCCn1c(N2CCN(c3ccc(OC)cc3)CC2)nc2c1c(=O)n(C)c(=O)n2C	13%	-2%	1.4	55	0.6%	-7%	u	-3%	i	0.7	-3%
16	O=C(Nc1nnc(SCc2ccc(Cl)cc2)s1)C1CCCO1 (centres undefined)	-3%	-5%	2.0	49	0.6%	-2%	15%	-2%	i	1.5	12%
17	C(=N\Nc1ccccn1)/c1cccnc1	40µM*	-4%	-0.9	55	-0.5%	-5%	3%	-1%	i	0.4	1%
18	Cc1ccc(CC(=O)Nc2ccccc2-c2ccccc2)cc1C	26%	1%	5.1	55	-1.9%	-12%	4%	13%	i	0.6	9%
19	O=C(NC(=S)NC1CCCc2ccccc21)c1ccco1 (centres undefined)	2%	-1%	6.9	93	0.0%	1%	8%	-4%	i	0.2	-8%
20	O=S(=O)(Cc1nnnn1-c1ccccc1)c1ccc(Cl)cc1	0%	-7%	0.4	67	2.7%	4%	3%	4%	i	1.3	2%
21	Nc1c(C(=O)Nc2ccc(Cl)cc2)sc2nc(N3CCOCC3)c3c(c12)CCCC3	-4%	-4%	3.4	58	3.1%	3%	1%	11%	i	0.0	14%
22	O=C(Nc1ccccc1-c1ccccc1)c1ccccc1	-4%	-4%	-0.9	75	-1.2%	2%	2%	-4%	i	0.7	-10%
23	CN1CCN(CC(O)Cn2c3ccccc3c3ccccc32)CC1 (centres undefined)	6%	-4%	-0.8	74	1.8%	-5%	u	0%	i	0.7	-3%
24	Cc1ccc(-c2nn(-c3ccccc3)cc2/C=N/NC(=O)c2ccncc2)o1	5%	-4%	3.6	50	-1.1%	7%	7%	-1%	i	0.6	14%
25	COc1ccc(NS(=O)(=O)CC23CCC(CC2=O)C3(C)C)cc1 (centres undefined)	-8%	-6%	-0.4	80	-0.1%	-16%	-1%	-2%	i	8.2	x
26	CCNS(=O)(=O)c1ccc(CCC(=O)Nc2cc(Cl)ccc2Oc2ccccc2)cc1	-2%	5%	10	64	-0.5%	-2%	0%	12%	i	3.5	41%
27	Cc1ccccc1Cn1nc(C)c(NC(=O)c2cc(CC(C)C)on2)c1C	-4%	-4%	2.5	53	-1.6%	0%	9%	13%	i	0.6	4%
28	CCOc1cc(NC(=O)c2cnccn2)c(OCC)cc1NC(=O)c1ccc(OC)cc1	x	0%	x	x	-1.6%	0%	x	0%	x	x	8%
29	COc1ccc2c(C)cc(SCC(=O)N3CCOCC3)nc2c1	9%	-3%	-0.7	63	0.0%	-4%	10%	7%	i	1.0	-1%
30	O=C(/C=C/c1ccco1)NCC1(c2ccccc2)CCCC1	-4%	5%	1.8	47	14%	-13%	4%	2%	i	0.4	-2%
31	COc1ccc(C(=O)CCC(C)(C)[N+](=O)[O-])cc1	2%	-5%	0.0	61	-0.3%	14%	8%	-3%	i	0.4	2%
32	Cc1cc(C)c(NC(=O)NC2CCCCC2)c(C)c1	11%	-1%	0.4	50	0.1%	-1%	5%	4%	i	0.6	4%
33	NC(=O)c1ccccc1N1CCCCC1	-3%	-5%	-1.4	42	-0.3%	18%	-1%	1%	i	0.3	3%
34	CCCCCCCCCCn1c2c(c(=N)c3c1CCC3)CCC2	x	-9%	42*	89*	-4.6%	27%	12%	3%	u	x	21%
35	Cc1nn2c(=O)cc(CSCC(=O)Nc3ccccc3F)nc2s1	7%	-4%	0.7	51	0.5%	-6%	11%	-4%	i	0.4	-18%
36	O=C(Cn1nnc2ccccc2c1=O)NC1CCCc2ccccc21 (centres undefined)	-4%	2%	0.6	37	-0.3%	-21%	10%	-1%	i	1.5	0%
37	CCOc1ccc(/C=N/Nc2nncc(-c3ccccc3)n2)cc1OC	1%	5%	12	38	-0.7%	-9%	-7%	1%	i	1.7	6%
38	COc1cccc(CN(C)C(=O)c2cccnc2SC)c1OC	4%	-4%	0.3	35	-0.8%	2%	3%	5%	i	0.3	15%
39	CCOC(=O)c1[nH]c(C)c(C(=O)N(CC)CC)c1C	5%	-5%	-4.2	45	-2.5%	2%	8%	-3%	i	2.7	10%
40	COc1ccccc1-c1nn2c(C(F)(F)F)nnc2s1	-5%	-12%	1.4	76	-0.5%	11%	7%	0%	u	x	18%
41	COc1ccc(N=Nc2c(C)[nH][nH]c2=O)cc1	4%	-1%	-1.8	93	-0.4%	1%	12%	-1%	i	1.1	-24%
42	O=C(O)C1C2CCC(O2)C1C(=O)Nc1ccc(O)cc1 (centres undefined)	13%	-5%	11	73	1.3%	-7%	5%	2%	i	0.4	-3%
43	C/C(=N/NC(=O)c1ccncc1)c1c[nH]c2ccccc12	-6%	7%	-1.2	86	2.8%	-1%	11%	-4%	i	0.0	1%
44	O=C(COC(=O)c1ccc2c(c1)S(=O)(=O)N=C1CCCCCN12)NCCc1ccc(F)cc1	-2%	-3%	-1.2	42	1.6%	5%	0%	-2%	i	0.3	1%
45	O=C(CN(CCc1ccccc1)S(=O)(=O)c1ccc(Cl)cc1)N/N=C/c1ccccc1C(=O)O	5%	3%	-1.7	39	27%	-5%	4%	2%	i	0.1	6%
46	COc1ccccc1-c1nnc(SC2CCc3ccccc3NC2=O)s1 (centres undefined)	3%	3%	8.9	85	-2.4%	-8%	3%	7%	i	2.4	6%
47	CCCC(=O)Nc1ccccc1NC(=O)c1ccc(OCC)cc1	4%	-2%	-0.1	92	-1.5%	2%	13%	-2%	i	0.3	-2%
48	CCN(CC)c1ccc(/C=N/NC(=O)Cc2ccc(OC)c(OC)c2)cc1	-3%	-7%	-0.2	47	-2.6%	-6%	10%	12%	i	1.0	2%
49	Cc1c(CN(C)C)c2c(n1C)C(=O)c1ccc(Br)cc1-2	11%	-8%	-1.2	50	-3.5%	6%	14%	-3%	i	1.6	-8%
50	O=C(c1ccc(=O)[nH]c1)N1CCN(S(=O)(=O)c2cc(C(F)(F)F)ccc2Cl)CC1	-4%	-4%	0.2	57	-3.3%	14%	3%	-1%	i	2.5	4%

# Next results
no.	compound	PhoP inhibition	LYP inhibition	NTR1 ag	NTR1 ag cell count 20 µM	HIV peptide binding	GPR35 arrestin U2OS	MgcRacGAP inhibition	Siah-1 displacement	Myeloid diff MLP	Myeloid diff MLP GFP+ MAC1+ %	GPR55 LPI antagonism
51	Cc1ccccc1NC(=O)N(C(C)C)C(C)C	7%	-10%	2.4	42	2.1%	-2%	12%	1%	i	0.8	4%
52	CN1CCN(C(=O)c2cc3cc(F)ccc3[nH]2)CC1	9%	-10%	0.2	92	-0.7%	-11%	7%	11%	i	0.5	2%
53	CCS(=O)(=O)N1CCC(C(=O)NCCCN2CCCCCC2)CC1	-4%	-5%	0.1	42	1.0%	4%	-11%	-1%	i	2.3	6%
54	COc1cccc(OC)c1OCCN1CCCC1	2%	-4%	0.4	69	0.0%	-6%	-4%	1%	i	0.6	6%
55	COc1ccccc1-n1c(SCC(=O)O)nc2sc3c(c2c1=O)CCC3	1%	-3%	-2.0	47	0.6%	25%	7%	-3%	i	0.5	-4%
56	CC(C)[C@H](NC(=O)c1ccccc1)C(=O)OCC(=O)Nc1ccc(Cl)cc1C(F)(F)F	-3%	0%	-0.5	81	-1.4%	-11%	6%	-3%	i	0.6	0%
57	COc1cc2c3c(c1OC)C1(C=CC(=O)C=C1)CC3N(C(C)=O)CC2 (centres undefined)	3%	0%	3.7	76	0.4%	11%	5%	5%	i	0.9	1%
58	O=C(COc1ccccc1)NCc1n[nH]c(=S)n1-c1ccccc1	0%	-5%	1.4	46	-2.7%	-3%	-28%	-2%	i	0.4	-3%
59	COc1ccccc1C(=O)c1nc2ccccc2n1C	-1%	-6%	0.0	81	-0.6%	10%	8%	-5%	i	0.6	-2%
